H9c2 TAG inh: triacylglycerol accumulation inhibition; 230,000 compounds, 0.66% hits; AID 651582; inhibition, % at 12.5 µM; H9c2 cells, Nile Red lipid (TAG) fluorescence; cells loaded with 200 µM oleic acid;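 active means pattern-corrected inhibition of lipid staining of at least 50% with the nuclear-stain viability signal not falling by more than 50%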;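 further: 0% = DMSO wells and 100% = triacsin C control wells; some results filed as inactive read as strong as hits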
H9c2 TAG inh DAPI viability: recorded beside H9c2 TAG inh, whose call it bears; DAPI nuclei signal change (viability), lower = more cytotoxic, %;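 whole-well DAPI fluorescence read on a plate reader as a viability signal; minus 50 percent equals half of cells still viable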
The depositor's hits bear a star. The list is partial; the hit share may differ from the screen's.

cpd	molecule	H9c2 TAG inh	H9c2 TAG inh DAPI viability
1	CCOC(=O)c1c(NC(=O)CSc2nnc(-c3cccnc3)o2)sc(C(C)=O)c1C	1	-4
2	COc1ccc(NC(=O)COC(=O)c2ccc(S(=O)(=O)N3CCCC3)cc2)cc1OC	5	-5
3	CCOc1c2ccc(C(=O)NCc3ccc(OC(F)(F)F)cc3)cc2nn1C	9	5
4	C#CCN(C[C@H]1[C@H](OC(=O)NCCCCCC)[C@H](OC(=O)NCCCCCC)C[C@@H](C(=O)OC)[C@H]1C(=O)OC)S(=O)(=O)c1ccc(C)cc1	80*	-11*
5	Cc1ccc(NC(=O)c2sc3nc[nH]c(=O)c3c2C)c(C)c1	-29	13
6	CCOC(=O)C1CCCN(C(=O)CSc2nnc3nc(C)cc(C)n23)C1 (stereo not given)	-3	5
7	Cc1cccc(C)c1NC(=S)N(CCc1ccncc1)C(C)C	1	-11
8	COc1ccc([N+](=O)[O-])cc1NC(=O)COC(=O)C=C(C)C	-8	6
9	COc1ccc2c(=O)c(-c3ccccc3C)c(C)oc2c1	8	-7
10	O=C(CSc1nnc2ccc(-c3cccnc3)nn12)Nc1ccccc1F	10	-3
11	Cc1c(Br)cc(C(=O)NCc2ccco2)c(C)c1C	-12	6
12	Cc1ccc(-c2c(C)sc3ncn(CC(=O)N4CCOCC4)c(=O)c23)cc1C	16	-13
13	CC(C)OC(=O)CSc1nnc(-c2ccc(C(C)(C)C)cc2)n1N	1	13
14	CCN(CC)CCC(=O)c1ccc(F)cc1	-11	5
15	Cc1ccc(N2C(=O)c3ccccc3C2Nc2ccc(S(=O)(=O)N3CCCCC3)cc2)nc1 (stereo not given)	12	-10
16	CCC(=O)OCc1c(C(F)(F)F)nn(C)c1Sc1ccc(F)cc1	-21	-4
17	O=S(=O)(c1ccc(SCc2ccccc2)nc1)N1CCCCC1	-22	0
18	O=C(NCCCN1CCOCC1)c1cc2c(s1)CCCC2	1	-3
19	Cc1ccc(CNC(=O)CSc2nc(=O)n3ccc(C)cc3n2)cc1	8	-10
20	C=CCNC(=S)/C(=C(/[O-])c1ccc([N+](=O)[O-])cc1)[n+]1ccccc1	2	-4
21	N/C(=N\OC(=O)CCCN1C(=O)c2ccccc2C1=O)c1ccccn1	0	4
22	COC(=O)/C(=C\Nc1cccc(Cl)c1C)c1ncc(C(F)(F)F)cc1Cl	-4	3
23	Cc1nc(SCC(=O)NCc2cccs2)nc(C)c1C	-5	0
24	Cc1ccc(-c2cc(C(=O)NNC(=O)c3csc(N4CCOCC4)n3)c3ccccc3n2)cc1	21	4
25	COc1ccc(-c2c(C#N)c(SCc3c(C)noc3C)nc3c2C(=O)CC(C)(C)C3)cc1	23	4
26	NC(CSC(c1ccccc1)(c1ccccc1)c1ccccc1)C(=O)O (stereo not given)	0	13
27	O=C(COc1ccc(F)cc1)Nc1nc2c(s1)CCCC2	-3	5
28	COc1ccc(C(=O)CC(=O)c2ccc(F)cc2)cc1	10	-3
29	CCc1nc2c(OCc3ccc(Cl)cc3)cccn2c1N(C=O)Cc1ccccc1	-6	-8
30	O=C(CCc1ccccc1)Nc1ccc(S(=O)(=O)N2CCOCC2)cc1	-24	-3
31	CCc1cccc(C)c1NC(=O)CN1C(=O)c2ccccc2S1(=O)=O	3	7
32	CCOC(=O)c1nnsc1Nc1ccc(C)c(C)c1	0	0
33	C[C@@H]1CN([C@@H](C)CO)C(=O)c2cc(Br)cnc2O[C@H]1CN(C)C(=O)CN1CCOCC1	-3	6
34	CCOC(=O)C1=C(C)OC(N)=C(C#N)C1c1cc(SCC)oc1C (stereo not given)	-1	-3
35	CN(Cc1ccc(F)cc1)C(=O)c1cc(S(=O)(=O)N2CCCCC2)ccc1N1CCOCC1	-6	-7
36	O=C(O)c1ccccc1N(c1ccccc1)c1ccccc1	-2	-7
37	O=[N+]([O-])c1ccc(F)cc1OCc1nc(-c2cccs2)no1	-10	11
38	S=C1NC2=C(CCCC2)C2(CCCCC2)N1	-10	6
39	COc1ccc(CNCc2ccncc2)cc1OC	7	-8
40	CCc1ccc([C@@H]2CC=C(C(=O)O)[C@H](c3ccc(C(C)(C)C)cc3)N2S(=O)(=O)c2ccc(C)cc2)cc1	8	10
41	O=C(c1cccc(S(=O)(=O)N2CCOCC2)c1)N1CCC(Cc2ccccc2)CC1	-1	-2
42	CCn1cc(C2=NC(C(C)C)CO2)c2ccccc21 (stereo not given)	-8	-3
43	CC1(S(=O)(=O)O)CC(=O)c2ccccc2C1=O (stereo not given)	-4	-1
44	O=[N+]([O-])c1ccc(N/N=C\c2cccn2-c2ccccc2)nc1	56*	-23*
45	COc1ccc(CCNC(=O)c2ccc(N(C)S(=O)(=O)c3ccc(C)cc3)cc2)cc1OC	11	-1
46	Cc1nc(C)c(C(=O)OC(C)C(=O)Nc2ccc(F)cc2)s1 (stereo not given)	3	-2
47	COc1ccc(NC(=O)C2Cc3c(-c4cccc(F)c4)ccnc3O2)cc1OC (stereo not given)	-25	22
48	COc1ccc(OC)c(CN2CCN(C(=O)CNC(=O)c3cc(C)cc(C)c3)CC2)c1	15	-3
49	c1coc(-c2ccnc(-c3ccncc3)n2)c1	5	6
50	CCCc1cc(C(=O)N2CCCC(CO)(CCCc3ccccc3)C2)n(C)n1 (stereo not given)	-11	-2

(continued)
cpd	molecule	H9c2 TAG inh	H9c2 TAG inh DAPI viability
51	Cc1onc(-c2c(Cl)cccc2Cl)c1C(=O)NNC(=O)c1c(-c2c(Cl)cccc2Cl)noc1C	-30	-4
52	Cc1ccc(OCCC(=O)OCC(=O)Nc2ccc3c(c2)OCO3)cc1	-10	10
53	CC1(c2ccc(OC(F)F)cc2)NC(=O)N(CC(=O)N2CCN(C(=O)c3ccco3)CC2)C1=O (stereo not given)	1	-3
54	COc1ccc(/C=C/C(=O)Nc2cccc(S(=O)(=O)NC3=NCCCCC3)c2)c(OC)c1	4	-1
55	CCOC(=O)N(C)C[C@@H]1OCc2cnnn2CCCC(=O)N([C@@H](C)CO)C[C@@H]1C	-10	0
56	Cc1cccc(NC(=O)c2nc[nH]c2C(=O)NCC(=O)OC(C)(C)C)c1	-6	-5
57	COc1ccc(C(=O)COC(=O)CCCC(=O)NC2CCCCC2)cc1	-12	-1
58	Cc1ccsc1/C=N/NC(=S)NCc1ccccc1	21	0
59	O=C(CSc1ccc(Cl)cc1)NC(=O)NC1CCCC1	5	-4
60	CCN(c1ccccc1)S(=O)(=O)c1ccc(Cl)c(NC(=O)c2ccc(=O)[nH]n2)c1	13	2
61	Cn1c(=O)c2c(nc(CN3CCC(C(N)=O)CC3)n2Cc2c(Cl)cccc2Cl)n(C)c1=O	8	-7
62	NC(=O)c1ccsc1NC(=O)COC(=O)c1ccccc1F	-18	0
63	Cc1cccc(C)c1NC(=O)CN(C)CC(=O)Nc1cc(Cl)ccc1C#N	0	-3
64	Cn1c2ccccc2c2cnn(CC(=O)Nc3cccc(F)c3)c(=O)c21	7	3
65	Cc1cc(C)cc(Nc2ccc(C(=O)O)cc2N)c1	11	8
66	CCOC(=O)N1CCN(C(=O)CCc2cc(OC)c(OC)c(OC)c2)CC1	-1	4
67	COc1ccc(NC(=O)COC(=O)c2c(NC(C)=O)sc(C)c2C)cc1	-24	2
68	C/C(N)=C(/C#N)C(=O)COC(=O)c1ccc(C)c(S(=O)(=O)N2CCCCC2)c1	-6	4
69	CC1(C)CC(NC(=O)C(=O)NCCc2ccc(Cl)cc2)CC(C)(C)N1	-2	17
70	C=CCSc1nc(C)cc2c1C(=O)OC2	2	-10
71	Cc1cccc(NC(=O)c2ccc(C)c(S(=O)(=O)N3CCOCC3)c2)n1	1	13
72	OCCCn1c(C2CCCN2c2nc(-c3ccc(Cl)cc3)cs2)nc2cc(Cl)c(Cl)cc21 (stereo not given)	39	-6
73	Nc1ccc(S(=O)(=O)Nc2ccc(Cl)nn2)cc1	5	-9
74	COc1cccc(NC(=O)C(=O)NCCC2CCCCN2S(=O)(=O)c2cccs2)c1 (stereo not given)	3	-4
75	Cc1ccc(-c2noc(CCC(=O)NC3CCCc4ccccc43)n2)cc1 (stereo not given)	13	-7
76	CCOC(=O)Cc1nnc(NC(=O)CSc2nc3ccccc3[nH]2)s1	-13	16
77	COc1cccc(/C=C/C(=C2\C(=O)N(c3ccccc3)N=C2C)c2ccc(Br)cc2)c1OC	79*	7.0*
78	Cc1ccc(C(C)C)c(OCCCN(C)Cc2ccccc2)c1	0	27
79	CC(C)Oc1nnnn1-c1ccccc1	7	-9
80	COc1cc(C(=O)NCc2nnc(SCC(=O)N3CCCc4ccccc43)o2)cc(OC)c1OC	-5	-3
81	N#CC1=C(N)Oc2nc(-c3ccccc3)[nH]c2C1c1cccnc1 (stereo not given)	-24	7
82	COCCNC(=O)C(c1cccs1)N(Cc1ccccc1)C(=O)Cn1nnc2ccccc21 (stereo not given)	3	-13
83	C[C@H]1CN([C@@H](C)CO)C(=O)Cc2cc(NC(=O)CCN3CCOCC3)ccc2O[C@@H]1CN(C)Cc1ccc(Oc2ccccc2)cc1	-1	19
84	O=C(Cc1ccc(Cl)cc1)Nc1cc(S(=O)(=O)N2CCOCC2)ccc1N1CCCC1	-4	-9
85	O=C(CN(C(=O)CCC(=O)Nc1nccs1)c1ccc(F)c(Cl)c1)NCc1ccco1	7	-11
86	COc1cc2nc(CN3CCN(S(=O)(=O)c4ccc(Br)cc4)CC3)[nH]c(=O)c2cc1OC	8	-2
87	Cn1c(N)c(C(=O)COC(=O)c2ccccc2C(=O)c2ccc(Cl)cc2)c(=O)n(C)c1=O	14	9
88	C/C(=N\NC(N)=O)C1CC(Cc2ccccc2)C(=O)O1 (stereo not given)	-1	-5
89	COc1ccc(C2=NN(C(=O)COC(=O)c3ccc(NC(=O)CC#N)cc3)C(c3ccco3)C2)cc1 (stereo not given)	8	1
90	COc1c(Cl)c(=O)oc2ccc(Cl)cc12	5	3
91	COc1ccc(-c2[nH]n(-c3ccc([N+](=O)[O-])cc3)c(=O)c2C=NCc2ccccc2)cc1	17	-9
92	CCC(CC)C(=O)Nc1cc(OC)c(OC)cc1C(=O)O	1	4
93	Cc1ccc2c(c1)C1CN(C)CCC1N2S(=O)(=O)c1cccc(F)c1 (stereo not given)	14	5
94	COc1ccccc1CNC(=O)CNCCc1ccc(OC)c(OC)c1	-4	10
95	O=C(O)CC1S/C(=N/N=C/c2ccc(Br)cc2)N(c2ccccc2)C1=O (stereo not given)	9	-13
96	COc1ccccc1NC(=O)N(C)C[C@H]1Oc2cc(Br)ccc2S(=O)(=O)N([C@H](C)CO)C[C@H]1C	3	-2
97	O=C(OCn1nnc2ccccc2c1=O)c1ccc(N2CCOCC2)c([N+](=O)[O-])c1	12	4
98	CCOc1ccc(C(C)=O)cc1CSc1nc2nc(C)cc(C)n2n1	1	2
99	Cc1sc2nc(CSc3cccc(C(F)(F)F)c3)[nH]c(=O)c2c1C	-3	16
100	CCCCCCCCN1[C@@H](CC(=O)OCC)c2cc(C(F)(F)F)ccc2S1(=O)=O	2	-1

Compounds from the list above with bromine:
cpd	molecule	H9c2 TAG inh	H9c2 TAG inh DAPI viability
11	Cc1c(Br)cc(C(=O)NCc2ccco2)c(C)c1C	-12	6
33	C[C@@H]1CN([C@@H](C)CO)C(=O)c2cc(Br)cnc2O[C@H]1CN(C)C(=O)CN1CCOCC1	-3	6
77	COc1cccc(/C=C/C(=C2\C(=O)N(c3ccccc3)N=C2C)c2ccc(Br)cc2)c1OC	79*	7.0*
86	COc1cc2nc(CN3CCN(S(=O)(=O)c4ccc(Br)cc4)CC3)[nH]c(=O)c2cc1OC	8	-2
95	O=C(O)CC1S/C(=N/N=C/c2ccc(Br)cc2)N(c2ccccc2)C1=O (stereo not given)	9	-13
96	COc1ccccc1NC(=O)N(C)C[C@H]1Oc2cc(Br)ccc2S(=O)(=O)N([C@H](C)CO)C[C@H]1C	3	-2

Continued:
cpd	molecule	H9c2 TAG inh	H9c2 TAG inh DAPI viability
101	O=C(Nc1ccc2snnc2c1)N1CCN(c2ccccc2)CC1	-10	0
102	COc1cc(NCCCn2cnc3c(OC)ncnc32)cc(OC)c1OC	-1	3
103	COc1cccc(CNc2nc3ccccc3n2CCN2CCCCC2)c1OC	0	-1
104	CCc1ccc(CN(C)C(=O)CC2C(=O)NCCN2Cc2ccoc2)cc1 (stereo not given)	6	2
105	Cc1cc(C(=O)OCC(=O)NCc2ccco2)c(C)n1-c1ccccc1	40	-9
106	COc1ccc(C)cc1NC(=S)NC(C)c1ccc(OC)c(OC)c1 (stereo not given)	-44	-4
107	Fc1ccccc1N1CCN(Cc2cnc(Cl)s2)CC1	4	-3
108	COc1ccccc1N1CC(C(=O)Nc2nnc(SCC(=O)NC(C)C)s2)CC1=O (stereo not given)	0	-1
109	O=C(NCCN1C(=O)C2C3C=CC(C3)C2C1=O)N1CCCCC1 (stereo not given)	3	1
110	C=CCC[C@@H](Cc1ccc(F)cc1)C(=O)OC[C@@H](Cc1c[nH]c2ccccc12)NC(=O)[C@H](CC=C)CC(=O)N(CCO)Cc1ccccc1	57*	-0.3*

Structures listed so far that contain a CF3 group, in the order listed:
cpd	molecule	H9c2 TAG inh	H9c2 TAG inh DAPI viability
3	CCOc1c2ccc(C(=O)NCc3ccc(OC(F)(F)F)cc3)cc2nn1C	9	5
16	CCC(=O)OCc1c(C(F)(F)F)nn(C)c1Sc1ccc(F)cc1	-21	-4
22	COC(=O)/C(=C\Nc1cccc(Cl)c1C)c1ncc(C(F)(F)F)cc1Cl	-4	3
99	Cc1sc2nc(CSc3cccc(C(F)(F)F)c3)[nH]c(=O)c2c1C	-3	16
100	CCCCCCCCN1[C@@H](CC(=O)OCC)c2cc(C(F)(F)F)ccc2S1(=O)=O	2	-1
